# FAS TE block: FAS thioesterase (human) inhibition; recombinant FAS-TE, OMFH fluorogenic substrate, fluorescence endpoint; inhibition, % at 15 µM; 0.67% of 360,000 active;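 active = compounds whose normalised, plate-corrected inhibition of enzyme fluorescence in the single-dose primary screen is 50% or more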;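 also: 0% = DMSO with enzyme and 100% = substrate without enzyme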
# CSN inh: blocks human CSN-mediated cullin deneddylation. 0.38% of 360,000 active. Purified CSN, SCF-Nedd8-OG deneddylation, fluorescence polarization. Q92905. inhibition, % at 12.5 µM. AID 651999;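 active = pattern-corrected inhibition above about 35%, with an unprinted fluorescence ratio check between 0.5 and 1.5, limit read from the data, passing the limit was not always enough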;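 also: 0% = enzyme with substrate and 100% = substrate without enzyme; some results filed as inactive read as strong as hits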
#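 Material: purified human Csn5 enzyme expressed in HEK293T cells / Medium: Tris buffer pH 7.5, NaCl, DTT, Tween-20, trehalose, ovalbumin / Compound dosing: 12.5 µM single point / Schedule: 90 min incubation of compound, enzyme and substrate at room temperature / Signal: fluorescence polarization of the substrate / Control set: no-enzyme wells high, enzyme-with-substrate wells low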
# Rin1 Abl inh: inhibitors of human Rin1-Abl protein interaction. AID 588664. P00519+Q13671. TR-FRET Rin1/Abl binding, biochemical. 0.4% of 360,000 active. inhibition, % at 7.35 µM; in the data active = inhibition above about 5%, passing the limit was not always enough
# Target sequence (P00519 whole entry, looked up): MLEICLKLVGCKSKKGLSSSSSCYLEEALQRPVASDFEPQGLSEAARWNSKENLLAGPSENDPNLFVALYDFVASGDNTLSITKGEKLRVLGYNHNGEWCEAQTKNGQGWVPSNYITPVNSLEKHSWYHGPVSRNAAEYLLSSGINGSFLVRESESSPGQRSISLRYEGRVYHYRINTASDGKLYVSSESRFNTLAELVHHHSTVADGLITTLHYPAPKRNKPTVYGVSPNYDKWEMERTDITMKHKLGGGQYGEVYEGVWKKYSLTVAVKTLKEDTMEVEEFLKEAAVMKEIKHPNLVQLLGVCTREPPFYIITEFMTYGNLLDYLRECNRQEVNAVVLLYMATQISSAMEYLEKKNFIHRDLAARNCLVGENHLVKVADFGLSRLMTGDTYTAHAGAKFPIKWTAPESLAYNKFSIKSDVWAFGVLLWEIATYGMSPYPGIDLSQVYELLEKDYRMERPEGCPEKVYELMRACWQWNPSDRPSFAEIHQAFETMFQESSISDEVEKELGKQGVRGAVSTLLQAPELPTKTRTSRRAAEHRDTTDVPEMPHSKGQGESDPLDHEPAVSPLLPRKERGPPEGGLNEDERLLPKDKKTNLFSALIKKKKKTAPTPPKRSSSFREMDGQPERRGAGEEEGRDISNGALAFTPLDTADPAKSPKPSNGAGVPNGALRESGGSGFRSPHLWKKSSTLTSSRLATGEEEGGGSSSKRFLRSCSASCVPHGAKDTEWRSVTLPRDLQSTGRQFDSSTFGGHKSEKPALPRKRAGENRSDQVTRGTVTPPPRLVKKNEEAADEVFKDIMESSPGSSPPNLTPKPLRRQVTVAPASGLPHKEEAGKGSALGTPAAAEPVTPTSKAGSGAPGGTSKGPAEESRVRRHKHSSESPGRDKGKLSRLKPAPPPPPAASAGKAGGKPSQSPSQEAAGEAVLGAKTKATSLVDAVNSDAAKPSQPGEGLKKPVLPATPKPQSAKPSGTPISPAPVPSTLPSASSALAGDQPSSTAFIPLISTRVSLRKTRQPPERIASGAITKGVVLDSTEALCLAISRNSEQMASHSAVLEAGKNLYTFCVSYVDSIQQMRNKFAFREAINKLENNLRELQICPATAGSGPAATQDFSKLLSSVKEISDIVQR
# Target sequence (Q13671 whole entry, looked up): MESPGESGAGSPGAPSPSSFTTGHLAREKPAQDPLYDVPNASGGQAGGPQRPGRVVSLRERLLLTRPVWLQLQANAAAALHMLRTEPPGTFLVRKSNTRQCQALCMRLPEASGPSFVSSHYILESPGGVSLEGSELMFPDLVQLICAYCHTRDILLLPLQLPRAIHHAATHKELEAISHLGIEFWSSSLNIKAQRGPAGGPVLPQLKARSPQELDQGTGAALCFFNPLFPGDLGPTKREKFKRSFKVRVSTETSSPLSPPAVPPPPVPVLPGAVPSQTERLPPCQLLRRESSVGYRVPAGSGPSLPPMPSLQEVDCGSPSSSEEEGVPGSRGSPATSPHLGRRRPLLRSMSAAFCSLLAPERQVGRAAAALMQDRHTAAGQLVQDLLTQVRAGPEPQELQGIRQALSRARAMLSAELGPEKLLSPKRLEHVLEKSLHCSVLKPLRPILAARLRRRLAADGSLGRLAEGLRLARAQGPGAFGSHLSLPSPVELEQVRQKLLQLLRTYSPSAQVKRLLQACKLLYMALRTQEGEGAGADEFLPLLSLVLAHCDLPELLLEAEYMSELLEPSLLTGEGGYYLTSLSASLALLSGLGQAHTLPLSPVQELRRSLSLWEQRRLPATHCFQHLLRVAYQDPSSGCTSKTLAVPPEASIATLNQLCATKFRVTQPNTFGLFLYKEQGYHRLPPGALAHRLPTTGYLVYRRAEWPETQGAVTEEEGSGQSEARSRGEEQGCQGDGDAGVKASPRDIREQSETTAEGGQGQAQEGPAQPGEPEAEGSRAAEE
# SKN-1 inh: inhibitors of C. elegans SKN-1. C. elegans VP596 Pgst-4::GFP/RFP ratio, acrylamide-induced, 24 h. inhibition, % at 21.8 µM. 0.49% of 360,000 active. AID 624304;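 active = interference check ratio from 0.5 to 1.5 plus GFP to RFP signal ratio inhibition reaching or exceeding a fixed threshold, cut at about 30% in these data, passing the limit was not always enough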; also: some compounds called inactive have numbers as strong as hits
# MT1-MMP act inh: MT1-MMP (human) activation inhibition | P50281 | GFP/RFP ratio change, % at 20 µM | 0.061% of 360,000 active | HT1080 RFP-PRO-GFP cells, GFP/RFP ratio fluorescence, overnight; percent of plate control window, DMSO zero;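 active = GFP/RFP ratio change of at least 30% with cell ATP level not reduced by more than half and red fluorescence within 50% of control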; also: strong numbers were not always called active
#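 Material – HT1080 RFP-PRO-GFP cells · Control set – DMSO wells and RFP-L50D-GFP cells · Incubation – overnight cell settling, then overnight compound exposure, 37 °C, 5% CO2 · Compound dosing – single-point 20 µM compound, 1% DMSO · Read-out – GFP/RFP fluorescence ratio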
# Neddyl block: inhibitors of human cullin neddylation | 0.58% of 360,000 active | TR-FRET cullin neddylation, biochemical | P61081+Q13564 | calls only at 25 µM | AID 651699; in the data active = inhibition above about 36%
# Rpn11 block: blocks the human proteasome subunit Rpn11 | O00487 | human 26S proteasome, Ub4-pepOG fluorescence polarization; 20S core pre-blocked with epoxomicin | calls only at 20 µM | 0.59% of 360,000 active | AID 588493;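 active = inhibition at 20 µM, scaled to each plate's controls, above about 33%, limit read from the data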
# NadD block: NadD (S. aureus) enzyme inhibition | AID 602399 | inhibition, % at 20 µM | purified NadD enzyme, colorimetric absorbance read-out | 0.78% of 360,000 active; in the data active = inhibition above about 26%; also: some compounds past the cut are filed as inactive
# PABP1 MLLE inh: inhibitors of microRNA-mediated deadenylation, human PABP1 MLLE binding | P11940 | GST-MLLE / FITC-PAM2 fluorescence polarization | inhibition, % at 20 µM | 0.36% of 360,000 active; in the data active = inhibition above about 35%, passing the limit was not always enough;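 also: plate controls were DMSO wells with GST-MLLE for no effect and wells lacking GST-MLLE protein for full effect; some results filed as inactive read as strong as hits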
# Active calls of the source: *; i = inactive; · = not tested or not shown.
no.	mol	FAS TE block	CSN inh	Rin1 Abl inh	SKN-1 inh	MT1-MMP act inh	Neddyl block	Rpn11 block	NadD block	PABP1 MLLE inh
1	CCn1c(=O)n(CC)c2cc(NS(=O)(=O)c3ccccc3)ccc21	-4	-2	0	6	10	i	i	-4	1
2	COc1ccc2c(c1)OC[C@H]1[C@H]2N2C(=O)c3cc(OC)c(OC)cc3NC(=O)[C@@]2(C)[C@H]1c1ccccc1	91*	5	4	-3	-21	i	i	-13	-7
3	Cc1ccc2c(c1)[C@H]1[C@H](CO2)[C@H](c2ccccc2)[C@]2(C)C(=O)N(CC3CCCO3)CC(=O)N12 (some centres undefined)	0	2	1	2	-2	i	i	-1	-6
4	O=C(NCc1ccccc1Cl)C(=O)NCC1OCCN1S(=O)(=O)c1cccs1 (centres undefined)	0	-4	2	12	5	i	i	-1	-12
5	CCOC(=O)c1c(C2CC2)csc1NC(=O)COC(=O)c1cnc(Cl)c(Cl)c1	12	-16	-4	3	4	i	i	-3	0
6	Cc1ccc(-n2c(CCC(=O)O)ccc2-c2cccs2)cc1C	-3	6	1	19	-6	i	i	-3	14
7	CC1(C)CC(=O)C(C=NCCN2CCNC2=O)=C(O)C1	-6	-1	-1	-10	2	i	i	-3	6
8	CCOc1ccccc1C(=O)N[C@H](C(=O)OCc1cc([N+](=O)[O-])cc2c1OCOC2)C(C)C	37	0	-1	6	-7	i	i	-4	3
9	COc1cc2c(cc1NC(=O)CSc1ccc(C)cc1)oc1ccccc12	27	1	3	3	8	i	i	6	5
10	CC(=O)N/N=C(\C)CC(=O)Nc1cccc(C(F)(F)F)c1	-13	3	-2	-12	-1	i	i	-1	-10
11	CC(C)c1ccc(NC(=O)CNCC(c2ccccc2)N(C)C)cc1 (centres undefined)	-4	3	2	-14	4	i	i	-6	13
12	CCOC(=O)c1c(C)[nH]c(C)c1C(=O)CSc1nc2ccccc2c(=O)n1-c1ccc(CC)cc1	23	-7	0	14	-22	i	i	5	-5
13	O=C(Cn1c(=O)c2cccn2c2cccnc21)NCCCN1CCN(c2ccc(F)cc2)CC1	-5	-6	-2	14	-3	i	i	0	-16
14	Cn1c(=O)c2cc(S(=O)(=O)NCCC(=O)NCc3ccccc3Cl)ccc2n(C)c1=O	2	-2	-2	10	0	i	i	-1	-1
15	CC(C)CC(N)c1csc(NC(=O)c2cc(C(C)(C)C)nn2Cc2ccccc2)n1 (centres undefined)	-20	-2	-1	6	-3	i	i	8	8
16	COc1ccc(CC(C)CC(=O)NCCc2ccc(OC)c(OC)c2)cc1 (centres undefined)	-3	9	1	12	1	i	i	-6	-5
17	CC(C)(C)C(=O)c1cnc(Nc2ccccc2)s1	0	-3	-6	-2	-2	i	i	-4	-42
18	C/C(=N/NC(=O)CCc1c(C)n[nH]c1C)c1cccc([N+](=O)[O-])c1	-4	5	-4	0	3	i	i	-10	5
19	O=Cc1ccc(O)cc1O	-3	6	0	1	-2	i	i	6	-4
20	O=C(Nc1ccn(C2CC(OC(=O)c3ccccc3)C(CO)O2)c(=O)n1)c1ccccc1 (centres undefined)	-1	-2	9.1*	1	3	i	i	-4	-4
21	Clc1ccc(-n2nnnc2-c2ccno2)cc1	-3	6	0	-16	2	i	i	2	-3
22	O=C1CN(C(=O)COC(=O)CCS(=O)(=O)c2ccccc2)c2ccccc2N1	-8	1	2	-4	0	i	i	2	-6
23	COc1ccc(S(=O)(=O)NC(C)C(=O)Nc2ccccc2F)cc1 (centres undefined)	-10	1	3	10	-4	i	i	7	7
24	O=C(O)CCCCCNC(=O)c1ccccc1Br	-7	1	4	6	7	i	i	-5	-7
25	COc1ccc(CCNC(=O)c2cc(S(=O)(=O)N3CCCCC3)c[nH]2)cc1OC	-4	-1	0	4	4	i	i	-2	2

# By substructure: the entries above with a tert-butyl group (2)
no.	mol	FAS TE block	CSN inh	Rin1 Abl inh	SKN-1 inh	MT1-MMP act inh	Neddyl block	Rpn11 block	NadD block	PABP1 MLLE inh
15	CC(C)CC(N)c1csc(NC(=O)c2cc(C(C)(C)C)nn2Cc2ccccc2)n1 (centres undefined)	-20	-2	-1	6	-3	i	i	8	8
17	CC(C)(C)C(=O)c1cnc(Nc2ccccc2)s1	0	-3	-6	-2	-2	i	i	-4	-42

# (list continues)
no.	mol	FAS TE block	CSN inh	Rin1 Abl inh	SKN-1 inh	MT1-MMP act inh	Neddyl block	Rpn11 block	NadD block	PABP1 MLLE inh
26	O=C(c1cc2ccccc2o1)N1CCN(c2cccc(Cl)c2)CC1	7	-5	0	1	3	i	i	4	6
27	CCC(C)NC(=O)CNC(=O)c1nn(-c2ccc(OC)c(Cl)c2)c(=O)c2ccccc12 (centres undefined)	-5	1	2	15	5	i	i	-5	-5
28	CCCCNC(=S)NCCN1CCCCC1	-7	2	-1	-1	3	i	i	1	-25
29	COC(=O)c1cc(C(=O)c2cc(Br)ccc2O)coc1=N	-2	1	7	-16	-3	i	i	-1	-3
30	COCCn1c(=O)[nH]c2cc(C(=O)NCc3ccccc3)ccc2c1=O	-5	-3	-3	-13	5	i	i	1	-15
31	Cn1c(NC(=O)c2cc(Cl)ccc2Cl)cc(=O)n(C)c1=O	-7	0	3	-8	1	i	i	0	-7
32	COCCCNc1ccn2nc(-c3ccc(Cl)cc3)cc2n1	0	-1	-4	14	-2	·	i	1	0
33	c1ccc(COc2ncnc3c2ncn3CCCNCc2ccc3c(c2)OCO3)cc1	-12	4	-4	18	-1	i	i	-1	2
34	COc1cc(C2C(C(=O)c3ccc(C)o3)=C(O)C(=O)N2CCN2CCOCC2)ccc1OCCC(C)C (centres undefined)	2	0	-3	1	-2	i	i	10	2
35	Cc1cc(OCC(=O)c2cccc(C(F)(F)F)c2)n2cnnc2n1	-6	7	-2	-3	0	i	i	-5	-7
36	COc1ccc(COCC(O)CN2CCN(S(=O)(=O)c3ccc(C(C)C)cc3)CC2)cc1 (centres undefined)	11	-3	3	4	-8	i	i	-3	13
37	C[C@@H]1CN(S(=O)(=O)C(C)(C)C)[C@@H](CCO)/C1=C\c1ccccc1	-4	1	0	13	1	i	i	1	2
38	Cc1nc2sccn2c1-c1csc(NCc2ccccc2)n1	-4	-1	-3	8	12	i	i	-5	7
39	COc1ccc(CCNC(=O)c2cc3sc(Cl)cc3n2C)cc1OC	3	-3	-1	2	4	i	i	-7	9
40	COc1cc(-n2nnnc2SC)c(OC)cc1Cl	-6	-1	-1	-7	0	i	i	1	18
41	CCOc1ccc(-n2cnnn2)cc1S(=O)(=O)NCCc1ccc(OC)c(OC)c1	-4	-2	-7	10	3	i	i	-4	-2
42	Cc1cc([N+](=O)[O-])ccc1N1C(=O)c2ccc(C(=O)Nc3ccccc3C(=O)O)cc2C1=O	-10	-3	-1	-2	2	i	i	1	-5
43	O=C(N1CCN(c2ccccn2)CC1)C(Cl)(Cl)Cl	-14	-3	0	1	-2	i	i	1	-2
44	CCOC(=O)C(C)N1C(=O)S/C(=C/c2cc(C)n(-c3ccccn3)c2C)C1=O (centres undefined)	17	-4	2	6	-4	i	i	-1	19
45	O=C1C2ON(c3ccccc3)C(c3ccncc3)C2C(=O)N1c1ccc(Br)cc1 (centres undefined)	3	5	-6	2	-1	i	i	7	-11
46	CCOC(=O)c1sc(=NC(=O)c2ccc(OC)c(OC)c2)n(C)c1C	-10	-1	-1	8	11	i	i	-10	2
47	Cn1nnnc1SCCNCc1ccccc1OCc1ccc(F)cc1	-6	2	-5	10	-2	i	i	0	0
48	Brc1ccc2c(c1)OCCOCCOc1cc(Br)ccc1OCCOCCOCCO2	32	8	2	7	-2	i	i	-4	3
49	CCCCS(=O)(=O)c1sc2nc3c(cc2c1N)CCCC3	18	4	1	5	11	·	i	1	0
50	C/[N+]([O-])=C\c1cccc(OCCN2CCN(c3ncc(C(F)(F)F)cc3Cl)CC2)c1	-2	-1	0	-10	8	i	i	-6	-3

# Excerpt, entries 46 to 50
no.	mol	FAS TE block	CSN inh	Rin1 Abl inh	SKN-1 inh	MT1-MMP act inh	Neddyl block	Rpn11 block	NadD block	PABP1 MLLE inh
46	CCOC(=O)c1sc(=NC(=O)c2ccc(OC)c(OC)c2)n(C)c1C	-10	-1	-1	8	11	i	i	-10	2
47	Cn1nnnc1SCCNCc1ccccc1OCc1ccc(F)cc1	-6	2	-5	10	-2	i	i	0	0
48	Brc1ccc2c(c1)OCCOCCOc1cc(Br)ccc1OCCOCCOCCO2	32	8	2	7	-2	i	i	-4	3
49	CCCCS(=O)(=O)c1sc2nc3c(cc2c1N)CCCC3	18	4	1	5	11	·	i	1	0
50	C/[N+]([O-])=C\c1cccc(OCCN2CCN(c3ncc(C(F)(F)F)cc3Cl)CC2)c1	-2	-1	0	-10	8	i	i	-6	-3

# Taken from above.
# In PABP1 MLLE inh, O=C1C2ON(c3ccccc3)C(c3ccncc3)C2C(=O)N1c1ccc(Br)cc1 (centres undefined) is listed with -11
# In NadD block, c1ccc(COc2ncnc3c2ncn3CCCNCc2ccc3c(c2)OCO3)cc1 is listed with -1
# In Rin1 Abl inh, CCCCS(=O)(=O)c1sc2nc3c(cc2c1N)CCCC3 is listed with 1
# In FAS TE block, Cn1nnnc1SCCNCc1ccccc1OCc1ccc(F)cc1 is listed with -6

# Next records.
no.	mol	FAS TE block	CSN inh	Rin1 Abl inh	SKN-1 inh	MT1-MMP act inh	Neddyl block	Rpn11 block	NadD block	PABP1 MLLE inh
51	O=C(COc1ccc([N+](=O)[O-])cc1Cl)Nn1cnnc1	-4	2	-5	-6	7	i	i	-4	8
52	COc1ccccc1/C=N/NC(=O)CO	-1	4	-2	1	1	i	i	6	10
53	CC(=O)c1cccc(NC(=O)CN(C)S(=O)(=O)c2cccc3nsnc23)c1	-1	4	-1	-18	-2	i	i	-2	0
54	Cc1csc(NC(=O)c2c(O)c3c(n(CC(C)C)c2=O)CCCC3)n1	19	0	-1	5	0	i	i	6	-2
55	CC(C)N1CC(=O)N2CSCC2C1=O (centres undefined)	-5	-3	·	-5	6	i	·	11	·
56	COc1ccc(S(=O)(=O)N2CCC3CC2c2cc(-c4ccc5c(c4)OCO5)ccc23)cc1 (centres undefined)	11	-4	0	-4	0	i	i	-7	-4
57	CCN(C(=O)CSc1nnc(C)n1-c1ccccc1)C1CCS(=O)(=O)C1 (centres undefined)	-6	4	-3	5	0	i	i	-8	-15
58	Cc1noc(NS(=O)(=O)c2ccc(NC(=O)c3cnc4scc(C)n4c3=O)cc2)c1C	-6	-3	1	-6	0	i	i	-3	5
59	O=C(OCC(=O)N1CCOCC1)c1ccccc1Cc1ccccc1	-8	0	0	1	1	i	i	-5	-6
60	COc1cccc(N2CCN(C(=O)CN(C)S(=O)(=O)c3ccc4c(c3)CCC(=O)N4)CC2)c1	-16	4	-3	7	-1	i	i	7	10
61	CCN(CC)c1ccc(NC(=O)C(C)C)cc1	-8	-9	-2	-28	-3	i	i	-13	-3
62	COc1ccc(-c2sc(Nc3ccccc3)n[n+]2-c2ccc(F)cc2)c(OC)c1OC	-146	-4	3	-8	-5	i	i	7	-37

# Marked active in Rin1 Abl inh (from the list above):
entry	SMILES	CSN inh	Rin1 Abl inh	SKN-1 inh	MT1-MMP act inh	Neddyl block	Rpn11 block	NadD block	PABP1 MLLE inh
20	O=C(Nc1ccn(C2CC(OC(=O)c3ccccc3)C(CO)O2)c(=O)n1)c1ccccc1 (centres undefined)	-2	9.1*	1	3	i	i	-4	-4
